Screens deposited in PubChem BioAssay by several laboratories.
GPR55 beta-arrestin: GPR55 agonists via beta-arrestin recruitment, primary screen, imaging, U2OS cells, beta-arrestin-GFP redistribution (AID 1961); actives 0.048% (n = 290,000); U2OS GPR55 beta-arrestin-GFP redistribution imaging; higher % means a stronger effect; activation, % at 10 µM, or EC50 in µM where a hit was titrated;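 active = activation above 40% with more than 50 cells counted in the well; inconclusive = wells holding fewer than 50 cells, flagged as toxic or sparse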;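 note: U2OS osteosarcoma cells stably expressing GPR55 and beta-arrestin-GFP; plate controls were DMSO negative control for no effect and LPI positive control for full effect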
GPR35 antagonists: inhibition of zaprinast-stimulated GPR35 beta-arrestin translocation – imaging, U2OS, beta-arrestin-GFP, zaprinast agonist, primary screen (AID 2058). actives 0.052% (n = 290,000). U2OS GPR35 beta-arrestin-GFP translocation imaging, zaprinast antagonism; higher % means a stronger effect. one-dose inhibition, % at 10 µM; IC50 in µM for titrated hits;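 active = inhibition of at least 50% with at least 30 cells and total cytoplasm GFP at most 10,000,000; inconclusive = under 30 cells or total GFP of 10,000,000 plus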
NOD1 NF-kB reporter: inhibition of NOD1-driven NF-kB reporter – cell-based, luminescence, uHTS, primary screen (AID 1578). actives 1% (n = 290,000). NOD1-driven NF-kB luciferase reporter cells, luminescence; higher % means a stronger effect. one-dose inhibition, % at 4 µM; EC50 in µM for titrated hits; in the data active = inhibition mostly above about 36%, no sharp cut-off; inactive = mostly below about 34%;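 note: HEK-293T reporter cells stimulated with the NOD1 agonist gamma-tri-DAP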
KOR beta-arrestin-1: KOR agonists, beta-arrestin recruitment, primary screen, cell-based, luminescence, uHTS (AID 1777); KOR beta-arrestin recruitment, luminescence; higher % means a stronger effect; one-dose activation, % at 10 µM; EC50 in µM for titrated hits; actives 0.02% (n = 280,000); in the data active = activation above about 50%, passing the limit was not always enough; note: a part of the inactive calls stands beside numbers as strong as those of hits
Dengue-2 NS5 capping: Dengue-2 NS5 methyltransferase inhibitors, primary screen, biochemical, confirmation dose response (AID 588689). one-dose inhibition, % at 25 µM; IC50 in µM for titrated hits. Dengue-2 NS5 methyltransferase capping enzyme assay, biochemical; higher % means a stronger effect. actives 0.3% (n = 340,000); in the data active = a potency from the dose series; inconclusive = inhibition above about 29% without an active follow-up result
HIV peptide binding: cell-free HIV fusion peptide-binding blockers – biochemical, uHTS, fluorescence dequenching, primary screen (AID 1986); cell-free peptide binding, fluorescence dequenching, 30 min; higher % means a stronger effect; inhibition, % at 20 µM, or IC50 in µM where a hit was titrated; actives 0.3% (n = 290,000); in the data active = inhibition mostly above about 52%, no sharp cut-off; inactive = mostly below about 76%; note: some results filed as inactive read as strong as hits
West Nile virus CPE: inhibition of WNV-induced cytopathic effect – cell-based, CPE readout (AID 1621) | West Nile virus-infected cells, CPE inhibition; higher % means a stronger effect | one-dose CPE inhibition, % at 10 µM; IC50 in µM for titrated hits | actives 0.02% (n = 290,000); in the data active = a potency from the dose series; inconclusive = CPE inhibition mostly from about 3.7% at the one dose, without a potency; inactive = the rest, 99 in 100 with CPE inhibition below about 2.2%; note: strong numbers were not always called active
GPR55 LPI antagonism: GPR55 antagonists blocking LPI-driven arrestin recruitment, primary screen, imaging, U2OS, beta-arrestin-GFP, LPI agonist (AID 2013) | one-dose inhibition, % at 10 µM; IC50 in µM for titrated hits | U2OS GPR55 beta-arrestin-GFP translocation imaging, LPI antagonism; higher % means a stronger effect | actives 0.13% (n = 290,000);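 active = spots per cell inhibited over 60%, with over 100 cells counted and total cytoplasm intensity under 500,000; inconclusive = wells with under 100 cells, flagged as likely toxic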;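 note: U2OS cells stably carrying GPR55 and arrestin-GFP stimulated by 5 µM LPI near EC80; imaged beta-arrestin-GFP aggregate spots per cell after agonist stimulation; plate controls were LPI-stimulated DMSO wells for no effect and DMSO wells without LPI for full effect; some results filed as inactive read as strong as hits; confirmed hits need IC50 under 10 µM and bright autofluorescent wells are also inconclusive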
KOR beta-arrestin-2: KOR antagonists, beta-arrestin recruitment, cell-based, luminescence, uHTS (AID 1778); KOR beta-arrestin recruitment, luminescence, antagonist mode; higher % means a stronger effect; actives 0.091% (n = 290,000); inhibition, % at 10 µM, or IC50 in µM where a hit was titrated; in the data active = inhibition above about 50%; note: strong numbers were not always called active
Dengue-2 NS5 capping pilot replicate: also measured in Dengue-2 NS5 capping; calls as there; inhibition, %; measured here: pilot screen replicate inhibition
* hit, by the source's call; ? = inconclusive; nt = no result given; [ ] = another dose, or the depositor's remark. Only part of the results is shown. The share of hits here may be higher or lower than overall.

SMILES	GPR55 beta-arrestin	GPR35 antagonists	NOD1 NF-kB reporter	KOR beta-arrestin-1	Dengue-2 NS5 capping	HIV peptide binding	West Nile virus CPE	GPR55 LPI antagonism	KOR beta-arrestin-2	others
COc1ccccc1CNC(=O)C(NC(=O)c1ccccc1C)C(C)C (stereo unspecified)	-0.5%	-11%	-21%	1.4%	-7%	-1.3%	-0.6%	4%	-33%
O=C(O)c1ccc(NC(=S)NC(=O)c2cccnc2)cc1	-0.1%	12%	7%	2.3%	-7%	0.6%	0.2%	2%	-4%
O=C(/C=C/c1ccc2ccccc2c1)c1ccoc1	0.2%	12%	-7%	4.9%	8%	0.7%	-0.1%	10%	-18%
Cc1[nH]c(C)c(S(=O)(=O)NCc2ccc(F)cc2)c1C(=O)N1CCCC1	-0.1%	2%	-14%	-2.3%	1%	-1.6%	0.2%	-4%	-30%
O=C(COCCOCC(=O)N(c1ccccn1)C1CCCCC1)N(c1ccccn1)C1CCCCC1	-0.1%	-2%	-2%	-2.1%	-4%	0.9%	-0.5%	-11%	23%
O=C(COC(=O)c1cnc(Cl)c(Cl)c1)NCc1ccc2c(c1)OCO2	-0.2%	0%	-26%	-2.2%	1%	1.8%	-0.5%	-3%	16%
CN1C(=S)SC(N(O)C(=O)Nc2cccc3ccccc23)C1(C)C (stereo unspecified)	-0.1%	7%	nt	-0.8%	-2%	-0.3%	0.4%	22%	-5%
O=C(N/N=C/c1ccc(O)cc1O)/C(=C/c1ccccc1)CCO	0.5%	4%	36%	-1.5%	3%	-1.2%	-1.1%	6%	0%
CCN(C(=O)c1ccc(Cl)cc1[N+](=O)[O-])c1ccccc1C	-0.4%	16%	11%	0.3%	1%	-1.1%	-1.7%	6%	-11%
Oc1cccc(Nc2ncnc3ccccc23)c1	0.2%	-11%	56%*	-4.7%	-1%	3.5%	2.1%	15%	14%
COc1cc(SC)ccc1C(=O)Nc1ccc(Cl)cn1	0.3%	7%	16%	-5.8%	-5%	-0.9%	-0.6%	0%	-4%
O=C(N1CCOCC1)N1CCN(C(c2ccccc2)c2ccccc2)CC1	0.1%	10%	12%	-0.6%	-5%	-0.9%	-0.8%	6%	22%
C[C@@H](NC(=O)OC(C)(C)C)c1nnc(S(=O)(=O)Cc2ccccc2)o1	0.3%	10%	0%	2.3%	nt	2.3%	-0.6%	1%	4%
CC(C)(C)NC(=S)NNC(=O)c1ccncc1	-0.2%	9%	36%	2.5%	-5%	-3.2%	0.1%	-3%	-40%
O=C(c1ccco1)N1CCN(CC(O)COc2ccc(Br)cc2)CC1 (stereo unspecified)	-0.1%	-3%	-27%	-1.6%	-8%	0.0%	-0.7%	3%	-2%
CCc1ccc(C(O)(CC(C)C)C(CN2CCOCC2)c2ccccc2)cc1 (stereo unspecified)	-0.2%	-19%	2%	-4.4%	-5%	-0.5%	0.2%	5%	4%
O=C(NCCN1CCCCC1)c1cc(OCC(F)(F)F)ccc1OCC(F)(F)F	-0.1%	13%	-12%	2.2%	-6%	1.5%	-0.5%	19%	-20%
Cc1nc2ccc(NC(=O)CCS(=O)(=O)c3ccccc3)cc2s1	0.2%	-5%	nt	-0.3%	-6%	-1.4%	-0.2%	13%	19%
CN1CCN(C(=O)c2ccc(-c3cccs3)s2)CC1	-0.1%	6%	-6%	-2.3%	nt	-0.4%	0.6%	-3%	7%
CC(C)CC(=O)N1CCN(Cc2ccccc2Br)CC1	-0.2%	11%	-20%	0.6%	3%	-0.1%	-0.5%	5%	1%
COc1ccc(C(=O)CC(=O)C(=O)Nc2ccc(OC)c(Cl)c2)cc1	0.0%	-6%	-5%	4.2%	0%	4.6%	-0.1%	-1%	23%
O=C1CS/C(=N/N=C/c2ccccc2OS(=O)(=O)c2ccccc2)N1	-0.2%	-10%	1%	4.5%	-4%	5.3%	0.6%	3%	-56%
Cc1nn(-c2ccccc2)cc1/C=N/NC(N)=S	-0.2%	-2%	-5%	1.5%	nt	-0.1%	0.7%	12%	11%
Cc1cccc(C)c1NC(=O)C(=O)NCCc1c[nH]c2ccccc12	-0.6%	-5%	-36%	-4.0%	-9%	1.5%	-1.1%	11%	0%
CCOCCCNC(=O)CS(=O)(=O)Cc1nc(-c2cccc(OC)c2)oc1C	0.1%	10%	-13%	-1.1%	7%	-1.5%	-0.1%	-7%	-5%	Dengue-2 NS5 capping pilot replicate=2.3
Other entries:
SMILES	GPR55 beta-arrestin	GPR35 antagonists	NOD1 NF-kB reporter	KOR beta-arrestin-1	Dengue-2 NS5 capping	HIV peptide binding	West Nile virus CPE	GPR55 LPI antagonism	KOR beta-arrestin-2	others
O=C(OCC(=O)c1ccc(Cl)s1)c1ccccn1	0.3%	5%	-24%	-1.7%	3%	0.3%	-0.1%	3%	34%
CN(C)S(=O)(=O)c1cc(NC(=O)CN2CCN(c3ccc(O)cc3)CC2)ccc1Cl	-0.5%	11%	-41%	1.3%	2%	29%	-0.5%	7%	-4%
Cn1c(COc2ccccc2)nnc1SCCSc1nnc(COc2ccccc2)n1C	-0.1%	9%	-1%	-6.8%	-2%	-0.5%	-1.0%	-6%	-18%
N#Cc1ccsc1NC(=O)CN1CCN(S(=O)(=O)c2cc(Cl)ccc2Cl)CC1	-0.4%	30%	33%	6.5%	-9%	1.5%	0.8%	7%	-18%
COc1ccccc1-c1nc(S(=O)(=O)c2ccccc2)c(N2CCCCC2)o1	0.5%	-16%	-3%	1.5%	-22%	-1.4%	-0.1%	7%	16%
CC(C)CCn1c(CN2CC(C)OC(C)C2)nc2c1c(=O)n(C)c(=O)n2C (stereo unspecified)	-0.1%	-19%	-15%	-1.1%	-3%	0.4%	-1.1%	-6%	-5%[20 µM]
O=C(Cn1nnc(-c2ccccc2)n1)N/N=C/c1cc([N+](=O)[O-])ccc1O	0.5%	-1%	7%	-5.2%	-4%	17%	-0.2%	9%	-13%
O=C(Nc1ccccc1)NC1CCS(=O)(=O)C1 (stereo unspecified)	-0.2%	-5%	-34%	3.3%	-5%	0.2%	0.3%	-2%	-23%
Cc1nnsc1C(=O)N(Cc1ccccc1)C(C)C	-0.2%	-6%	11%	3.4%	2%	-0.3%	0.2%	1%	11%
COc1cccc(-n2c(SCC(=O)N3CCc4ccccc43)nnc2-c2c[nH]c3ccccc23)c1	-0.3%	-16%	-37%	3.5%	-1%	0.7%	?	0%	-9%
CCCC(=O)NC(=S)Nc1cccc(-c2nc3ncccc3o2)c1	-0.1%	11%	14%	-5.4%	-4%	-1.4%	0.1%	3%	25%
CCOC(=O)c1ccc(N2NC(=O)/C(=C/c3ccc(OC(=O)c4ccco4)c(OC)c3)C2=O)cc1	0.5%	-15%	-17%	1.2%	nt	64%	0.0%	27%	4%
CCn1ccc(C(=O)NCCCN2CCCC2=O)n1	0.0%	-1%	-5%	-0.5%	4%	1.4%	-0.3%	-14%	14%
CC(=O)Nc1ccc(S(=O)(=O)NCC2CCC(C(=O)N3CCCCC3)CC2)cc1 (stereo unspecified)	0.3%	-4%	-6%	-5.8%	-5%	-1.1%	0.1%	-12%	10%
O=C(Nc1ccc2c(c1)OCCO2)C1c2ccccc2C(=O)N2CCc3ccccc3C12 (stereo unspecified)	0.2%	13%	-6%	-3.4%	-3%	-1.2%	-0.4%	-1%	14%
COc1ccc(CNC(=O)c2cccc(N(C)C)c2)cc1	-0.2%	3%	-22%	-4.0%	12%	-3.6%	0.4%	0%	15%
CCN(CC)S(=O)(=O)c1ccc(C)c(NC(=S)NC2CCCCC2)c1	-0.1%	0%	-2%	0.2%	-9%	-2.0%	-0.5%	-3%	15%
c1ccc2sc(N3CCN(Cc4nnnn4CC4CCCO4)CC3)nc2c1 (stereo unspecified)	-0.2%	-10%	-14%	3.5%	-5%	2.7%	-0.8%	-8%	-3%
COc1cc(NC(=O)Nc2ccc(C)cc2)cc([N+](=O)[O-])c1	0.7%	-2%	-8%	11%	-9%	-1.4%	-0.9%	-1%	-22%
Cc1c(Nc2ncnc3nc[nH]c23)c(=O)n(-c2ccccc2)n1C	0.5%	-11%	-12%	-3.8%	-1%	2.8%	-0.1%	5%	-14%
O=C(N/N=C/c1ccccc1)c1ccc(OCc2ccccc2)cc1	-0.5%	6%	-15%	6.5%	-3%	-0.2%	-0.3%	7%	-54%
COc1ccccc1CN(C)C(=O)CNC(=O)c1cccc(Cl)c1	0.0%	-10%	-1%	-0.9%	-3%	0.2%	-0.2%	10%	11%
C=CCn1c(SCC(=O)N(CC)CC)nc(O)cc1=O	-0.2%	-2%	5%	5.3%	-1%	0.3%	-0.5%	-1%	17%
Cc1cc(C)nc(/N=C2\NC(=O)CC(C(=O)O)N2c2ccc(Cl)cc2Cl)n1 (stereo unspecified)	0.2%	-6%	-10%	-7.0%	-2%	1.0%	0.0%	-2%	-16%[20 µM]
COC(=O)CCc1sc(NC2CCCCC2)nc1-c1ccc(OC)cc1	0.0%	3%	-13%	4.3%	-3%	2.1%	0.0%	6%	5%
Next section
SMILES	GPR55 beta-arrestin	GPR35 antagonists	NOD1 NF-kB reporter	KOR beta-arrestin-1	Dengue-2 NS5 capping	HIV peptide binding	West Nile virus CPE	GPR55 LPI antagonism	KOR beta-arrestin-2	others
O=C(O)c1ccc(OCC2CCCO2)cc1 (stereo unspecified)	-0.3%	11%	-9%	1.5%	8%	0.4%	0.2%	1%	-20%[20 µM]
Cc1sc2nc(C3CCCCC3)nc(SCC(=O)N3CC(=O)Nc4ccccc43)c2c1C	-0.2%	9%	19%	-0.4%	0%	3.0%	2.3%	6%	-15%
Cc1cc(C(C)(C)C)ccc1OCC(=O)N/N=C\c1c(C)n(C)n(-c2ccccc2)c1=O	-0.2%	-17%	-24%	1.3%	3%	0.1%	-0.9%	-20%	-11%
Cc1cccc(C(C)C)c1NC(=O)CN(C)Cc1cccc(F)c1	0.3%	16%	-6%	3.2%	-6%	1.4%	-2.0%	7%	-7%
COc1ccc(-c2cc(C(=O)Nc3c(C)n(C)n(-c4ccccc4)c3=O)no2)cc1	-0.3%	-12%	-9%	-1.4%	-7%	0.0%	-0.8%	7%	-7%
O=C(CSc1nnc2n1CCCCC2)Nc1ccc(N2CCOCC2)cc1	-0.1%	2%	2%	-5.1%	5%	-1.7%	-0.2%	-3%	9%
CN(CCOc1ccccc1)C(=O)C1CCN(C(=O)c2ccc(Cl)cc2)CC1	0.4%	19%	2%	-5.3%	3%	-0.9%	-0.3%	14%	22%
Cc1occc1C(=O)N/N=C/c1ccc(Br)s1	0.3%	-10%	-46%	-1.5%	-1%	-2.8%	-0.8%	-11%	-2%
Cc1ccc2c(CN(C)Cc3ccccc3)cc(=O)oc2c1C	0.0%	4%	-8%	-6.4%	-6%	1.2%	-1.3%	2%	-1%
